Screening results as filed in PubChem.
TcdB GH inh = TcdB glycohydrolase inhibition; actives 0.24% (n = 350,000); TcdB glycohydrolase enzymatic assay, plate reader; inhibition, % at 9.99 µM; AID 652162; in the data active = inhibition above about 10%
PfHsp40 yeast = restores yeast growth despite PfHsp40 toxicity; S. cerevisiae expressing PfHsp40, growth rescue, ATP luminescence; growth rescue, % at 12.5 µM; actives 0.68% (n = 340,000); AID 504582; in the data active = growth rescue above about 28%, passing the limit was not always enough; inconclusive = no clear call, values can overlap the other calls;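 also: yeast W303a lacking pdr1 and pdr3 grown in galactose medium; growth measured after three days at 30 °C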
BoNT-F LC inh = blocks Botulinum neurotoxin F light chain protease; inhibition, % at 10 µM; Multiplex microsphere protease cleavage assay, flow cytometry; actives 0.22% (n = 360,000); in the data active = inhibition above about 35%, passing the limit was not always enough; inconclusive = no clear call, values can overlap the other calls; also: plate controls were buffer without enzyme for full effect and enzyme alone for no effect
PrPC surface inh = reduces human prion protein on the cell surface; P04156; cell surface PrPC, TR-FRET read-out; inhibition, % at 13.8 µM; actives 0.43% (n = 370,000); in the data active = inhibition above about 24%; also: 0% = median of the test wells and 100% = reference compound wells
CCHFV vOTU inh = CCHFV vOTU protease inhibition; Pep-AMC fluorescence; inhibition, % at 11.5 µM; actives 0.55% (n = 370,000); AID 651958; in the data active = inhibition above about 30%; also: 0% = vehicle wells with enzyme and 100% = no enzyme wells
BoNT-A LC inh2 = BoNT A light chain protease inhibition; multiplex microsphere protease substrate cleavage, flow cytometry; inhibition, % at 10 µM; actives 0.17% (n = 360,000); AID 588499; also: plate controls were buffer without enzyme for full effect and enzyme alone for no effect
FadD28 binding = blocks FadD28 binding to the bisubstrate probe; fluorescence polarization; inhibition, % at 12.5 µM; actives 0.22% (n = 360,000); AID 588549; in the data active = inhibition above about 8.5%, passing the limit was not always enough; inconclusive = no clear call, values can overlap the other calls
Anthrax LF inh2 = anthrax lethal factor protease inhibition; P15917; multiplex microsphere protease cleavage assay, LF; inhibition, % at 10 µM; actives 0.12% (n = 360,000); AID 588501; also: plate controls were buffer without enzyme for full effect and enzyme alone for no effect
Target sequence (P15917 whole entry, looked up): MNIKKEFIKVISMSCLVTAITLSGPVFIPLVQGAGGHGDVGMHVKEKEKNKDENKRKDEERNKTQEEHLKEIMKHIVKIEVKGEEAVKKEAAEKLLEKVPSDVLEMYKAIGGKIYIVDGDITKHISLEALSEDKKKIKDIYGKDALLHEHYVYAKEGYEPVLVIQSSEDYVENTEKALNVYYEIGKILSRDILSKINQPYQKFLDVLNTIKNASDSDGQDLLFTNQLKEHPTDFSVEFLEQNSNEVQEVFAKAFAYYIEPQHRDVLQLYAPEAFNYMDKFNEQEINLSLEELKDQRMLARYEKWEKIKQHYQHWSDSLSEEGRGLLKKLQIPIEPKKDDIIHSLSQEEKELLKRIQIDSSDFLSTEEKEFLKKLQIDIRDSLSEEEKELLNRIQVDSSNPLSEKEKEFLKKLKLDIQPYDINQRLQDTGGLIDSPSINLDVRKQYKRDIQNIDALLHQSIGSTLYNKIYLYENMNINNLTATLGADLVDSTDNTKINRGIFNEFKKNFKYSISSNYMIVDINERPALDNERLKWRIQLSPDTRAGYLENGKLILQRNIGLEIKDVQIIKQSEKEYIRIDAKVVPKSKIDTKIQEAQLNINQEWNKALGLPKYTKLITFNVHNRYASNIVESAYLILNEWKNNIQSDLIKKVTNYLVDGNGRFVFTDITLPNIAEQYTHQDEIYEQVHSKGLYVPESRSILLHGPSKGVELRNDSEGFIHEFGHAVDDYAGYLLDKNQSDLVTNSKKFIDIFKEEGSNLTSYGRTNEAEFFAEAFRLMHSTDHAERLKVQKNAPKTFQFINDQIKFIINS
Yp Topo-I inh = blocks Yersinia pestis topoisomerase I activity; Y. pestis Topo-I cleavage product accumulation, plate reader; activity, % at 10 µM; actives 0.064% (n = 360,000); AID 504884; in the data active = activity above about 50%, passing the limit was not always enough; inconclusive = no clear call, values can overlap the other calls; also: inactives centre near 2
* hit, by the source's call; ? = inconclusive; / = not tested or not shown. Rule as the data show it, unless noted: active = inhibition above about 30%; inconclusive = no clear call, values can overlap the other calls; inactive = below that.

no.	SMILES	TcdB GH inh	PfHsp40 yeast	BoNT-F LC inh	PrPC surface inh	CCHFV vOTU inh	BoNT-A LC inh2	FadD28 binding	Anthrax LF inh2	Yp Topo-I inh
1	COc1ccc(NC(=O)CCNC(=O)C2CCN(S(=O)(=O)c3ccc(OC)cc3)CC2)cc1	0.5	1.3	2	3	-11	1.0	-2.5	-1	6
2	O=C(CN1C(=O)NC2(CCCCCC2)C1=O)N1CCN(S(=O)(=O)c2ccccc2)CC1	1.5	-1.8	3	1	1	-0.3	-1.8	-4	0
3	N#Cc1cc2c(nc1SCC(=O)N1CCCCC1)CCCCC2	/	0.0	-2	6	8	0.1	-0.4	-4	11
4	NC(=O)C1CCN(C(=O)Cc2ccsc2)CC1	1.5	0.6	-2	0	19	-0.1	0.6	-2	0
5	CCOC(=O)N1CCN(c2nc3ccccc3nc2C(C#N)C(=O)NCCc2ccccc2)CC1 (stereo not given)	0.7	-0.4	-3	-5	0	2.1	-1.0	2	1
6	O=S(=O)(NCc1ccc(Cl)cc1)c1cnc[nH]1	/	-1.8	15	-4	-3	0.0	0.0	0	6
7	C[C@H](NC(=O)C1CC(=O)N(c2ccc3c(c2)OCO3)C1)C(=O)NC1CCCCC1 (stereo not given in full)	-1.1	0.1	6	-2	13	1.4	0.4	3	3
8	O=C(C1CC(=O)N(C2CCCCC2)C1)N1CCN(c2cccc(C(F)(F)F)c2)CC1 (stereo not given)	-0.1	-1.2	-1	1	0	1.0	-2.4	0	22
9	NC(Cc1c[nH]c2ccccc12)C(=O)NCc1ccccc1 (stereo not given)	0.5	6.8	?	5	10	0.7	1.3	-7	0
10	Cc1oc(-c2ccc(-c3ccccc3)cc2)nc1CN1CCN(CC(=O)N(C)C)CC1	2.0	-2.5	1	-4	7	-0.4	-3.5	2	-3
11	O=C(Nc1cc(Cl)ccc1F)C1=COCCO1	2.1	-0.3	-6	0	1	1.8	-0.6	-3	-4
12	C(=NC12CN3CN(CN(C3)C1)C2)c1cccs1	0.9	-1.6	-3	-1	-2	0.3	-0.9	-1	1
13	Cc1cc(C)c(C#N)c(SCc2nnc(-c3ccccc3)o2)n1	1.4	0.9	2	3	-5	1.0	0.4	0	-13
14	CC12CCC(=O)N1C(C(=O)NCCN1C(=O)S/C(=C\c3ccc(F)cc3)C1=O)CS2 (stereo not given)	4.1	0.5	8	8	6	2.7	-4.3	-2	13
15	CN1CCN(C(=O)c2cc(=O)c3cc(Cl)cc(Cl)c3o2)CC1	0.2	/	11	-3	5	-1.6	1.4	-13	0
16	CC(C)C(NC(=O)OCc1ccccc1)C(=O)NCc1ccc(C(=O)O)cc1 (stereo not given)	/	1.6	4	-6	16	-0.7	0.0	-4	-1
17	CC1(C)C2([N+](=O)[O-])CN(CCO)CC1([N+](=O)[O-])CN(CCO)C2	/	-1.9	1	-4	-1	0.5	-1.6	5	-7
18	O=C(c1cc(C2CCCCN2S(=O)(=O)c2ccccc2)on1)N1CCOCC1 (stereo not given)	2.3	/	-5	0	10	-0.6	-0.8	-2	-3
19	CC(=O)c1ccc(NC(=O)COC(=O)CC2CC3CCC2C3)cc1 (stereo not given)	2.3	8.6	-2	-5	10	-3.6	2.1	-1	19
20	C[C@@H]1CCC[C@@]2(O[C@H](CCO)C[C@H](O)[C@H]2O)O1	1.8	-0.3	-10	1	-13	0.1	-1.1	1	6

Entries from the list above with a Cl atom, in the order listed:
no.	SMILES	TcdB GH inh	PfHsp40 yeast	BoNT-F LC inh	PrPC surface inh	CCHFV vOTU inh	BoNT-A LC inh2	FadD28 binding	Anthrax LF inh2	Yp Topo-I inh
6	O=S(=O)(NCc1ccc(Cl)cc1)c1cnc[nH]1	/	-1.8	15	-4	-3	0.0	0.0	0	6
11	O=C(Nc1cc(Cl)ccc1F)C1=COCCO1	2.1	-0.3	-6	0	1	1.8	-0.6	-3	-4
15	CN1CCN(C(=O)c2cc(=O)c3cc(Cl)cc(Cl)c3o2)CC1	0.2	/	11	-3	5	-1.6	1.4	-13	0

New compounds follow:
no.	SMILES	TcdB GH inh	PfHsp40 yeast	BoNT-F LC inh	PrPC surface inh	CCHFV vOTU inh	BoNT-A LC inh2	FadD28 binding	Anthrax LF inh2	Yp Topo-I inh
21	CC(Oc1ccc(-c2nnco2)cc1)C(=O)N1CCOCC1 (stereo not given)	-1.5	1.7	0	-1	-1	0.4	0.5	-3	-7
22	CCN(C(=O)CSc1nc2ccccc2n1CCc1ccccc1)C1CCS(=O)(=O)C1 (stereo not given)	/	0.1	1	6	2	2.7	-1.9	1	25
23	COc1ccc(-n2cnc3cc(NCc4ccco4)ccc32)cc1	-3.5	2.9	-4	/	/	0.2	-1.3	-2	32
24	CC1Cn2c(nnc2-c2cc3ccccc3cc2O)S1 (stereo not given)	0.2	6.1	8	-13	-4	0.0	-1.1	-8	13
25	Cc1nnc(N2CCN(Cc3ccccc3)CC2)[nH]c1=O	/	0.5	5	2	-3	0.1	-1.3	-1	-5
26	Cc1csc(NC(=O)Cc2c[nH]c3ccccc23)n1	/	-1.1	5	-5	6	0.1	-1.4	7	-13
27	CCOc1ccc(C(=O)Nc2nnc(C)s2)cc1OCC	/	-0.6	4	3	6	?	-0.1	-5	-4
28	CSc1ccc(CN2CCC(C)(Oc3cccc(Cl)c3)C2)cc1 (stereo not given)	0.4	/	-2	-6	22	-0.3	-3.0	-6	1
29	COc1cccc(C(=O)/C=C/Nc2ccc(S(=O)(=O)Nc3cccc(C(C)=O)c3)cc2)c1	/	-0.9	8	5	9	3.3	-2.9	4	1
30	O=c1[nH]nc(-c2ccc([N+](=O)[O-])o2)c(=O)[nH]1	0.6	0.9	2	-42	8	0.2	-1.4	6	5
31	COc1ccc(OC)c(N(CC(=O)Nc2cccnc2)S(=O)(=O)c2ccccc2)c1	/	-1.9	4	5	10	-0.2	-1.3	0	-8
32	Oc1cc(Cl)cc(Cl)c1Cl	0.3	-1.7	2	1	-4	-0.5	0.8	2	9
33	CCn1c(=O)cc(SCC(=O)N2CCN(c3ccccn3)CC2)c2ccccc21	/	1.2	-5	-8	-4	-1.8	-3.3	-3	39
34	CCCc1cc2c(cc1NC(=O)c1ccccc1C)OCO2	/	-1.9	8	-6	11	-1.2	-2.3	-9	5
35	COC(=O)C1C(=O)/C(=C/N(C)C)C(=O)CC1(C)C (stereo not given)	0.1	-0.3	-7	3	2	-1.6	-0.1	-12	5
36	O=C1CCC(C(=O)OCC(=O)c2c[nH]c3ccccc23)=NN1	/	0.2	-4	6	19	0.1	-0.5	2	-5
37	NC(=O)c1ccccc1NC(=O)c1ccccc1F	/	-0.3	-10	1	5	-0.8	-1.1	3	7
38	Cc1ccc(-c2ccc(=O)n(CCC(=O)N3CCN(c4ccccc4)CC3)n2)cc1	0.7	3.6	-22	-11	-6	0.9	/	0	38
39	O=S(=O)(NCC(c1ccccc1)N1CCC(O)CC1)c1ccc(Cl)cc1 (stereo not given)	0.1	0.4	7	-5	-1	1.3	-0.8	0	1
40	Cc1cc2cc(C(c3nnnn3C3CCCC3)N(Cc3cccnc3)Cc3ccco3)c(=O)[nH]c2cc1C (stereo not given)	/	0.9	0	4	3	0.4	-1.7	1	1
41	Cc1ccc(C)c(-n2c(-c3csc(C)c3C)n[nH]c2=S)c1	/	0.2	-1	-5	7	-0.2	0.4	-1	0
42	Cc1cccc(-c2cc(C(=O)N/N=C/c3cccnc3)c3ccccc3n2)c1	0.1	1.5	1	-9	4	-1.9	-7.4	2	-1
43	CSc1ccc(-c2cccc3nncn23)cc1	1.0	/	2	-23	-165	0.5	-3.2	4	0
44	CCCC(C)C(=O)Nc1ccc(NC(C)=O)cc1 (stereo not given)	/	-2.0	-14	-1	13	-0.7	-0.7	-2	1
45	CC(NC(=O)CNC(=O)Cc1cccc2ccccc12)c1ccc(S(N)(=O)=O)cc1 (stereo not given)	1.0	-0.1	1	-2	4	0.8	-0.4	-6	10
46	O=C(CSc1nnnn1-c1cccc2ccccc12)Nc1ccc(N2CCOCC2)c(Cl)c1	/	-0.2	1	-4	-6	-0.3	-1.1	-7	5
47	N#Cc1ccc(OCC(=O)OCCCOC(=O)COc2ccc(C#N)cc2)cc1	0.2	-0.5	-3	-3	-1	2.1	0.0	2	13
48	CCC1CCCCN1CC(=O)Nc1cc(C)nn1-c1nc(C)cc(C)n1 (stereo not given)	2.7	-0.5	-4	-3	6	-0.2	-0.7	-2	29
49	COc1ccc(OCC(=O)Nc2ccc(NC(=O)c3ccco3)c(C)c2)cc1	0.2	0.2	-12	9	-3	-1.5	/	2	1
50	Cc1cccc(N2CCN(C(=O)CCNC(=O)Cn3ccc4ccccc4c3=O)CC2)c1C	/	1.6	10	-7	0	?	-1.4	-19	25
51	CN(Cc1cn(C)c2ccccc12)C(=S)Nc1cc(F)cc(F)c1	/	57*	-5	-8	1	0.4	1.0	-1	-3
52	CC(=O)c1cccc(NC(=O)C2CCCN(S(=O)(=O)c3ccccc3)C2)c1 (stereo not given)	/	0.5	5	5	-8	-0.4	-2.6	-1	9
53	O=C(CN(Cc1ccccc1)S(=O)(=O)c1ccc(Br)cc1)NCC1CCCO1 (stereo not given)	0.1	1.0	-19	-6	3	-3.2	-4.4	2	24
54	COc1cc(CN(C(=S)NCC(=O)NC2CCCC2)C2CCCC2)cc(OC)c1OC	/	4.5	-10	4	0	-0.4	-4.1	-4	20
55	CCOC(=O)N1CCN(C(=O)COc2cc(=O)n(CC)c3ccccc23)CC1	/	-0.7	-5	-2	-4	-0.3	-1.6	-6	1
56	Cc1cc(/C=N\NC(=O)COc2cccc3cccnc23)c(C)n1-c1ccc(Br)cc1	/	2.1	-7	1	-6	-1.5	-3.0	-2	33
57	O=C(O)c1cccc(S(=O)(=O)N2CCCC(c3nc4c(nnn4Cc4ccc(F)cc4)c(=O)[nH]3)C2)c1 (stereo not given)	0.5	0.7	-32	-3	11	-1.6	-1.7	7	6
58	O=C(COc1ccc2ccccc2c1)Nc1cccc2cccnc12	/	5.3	-12	5	4	0.2	-4.7	0	2
59	CCOC(=O)C1=C(C)N=C2SC(C)C(=O)N2C1c1ccc(OCC)c(OCC)c1 (stereo not given)	/	2.9	0	-1	12	0.7	-4.3	-3	18
60	CCCCn1c(=O)nc2n(-c3ccc(C)cc3)c3ccccc3cc-2c1=O	0.4	-0.3	12	8	7	5.4	-3.6	5	-4
61	COc1ccc(CN(C)C(=O)[C@H]2O[C@@H](n3ccc(N)nc3=O)[C@H](O)[C@@H]2O)cc1OC	-0.4	/	0	-3	4	-0.5	-4.5	-5	/
62	COc1ccc(CC(=O)Nc2ccc(-c3cn4ccccc4n3)cc2)cc1OC	/	0.4	-4	11	7	0.0	-4.2	0	18
63	O=C(CCc1nnc(CCCc2ccccc2)o1)NCCCC1CCCC1	1.0	3.2	-14	5	16	-1.2	-1.1	-2	7
64	O=S(=O)(O)c1cc(O)ccc1O	-33	-1.6	1	7	1	-0.1	-0.2	1	-10
65	Cc1ccc(N=Cc2c(O)ccc3ccccc23)cc1F	-1.7	-0.8	1	3	-9	2.2	0.9	2	-1
66	O=C(O)c1ccccc1-c1ccc(/C=C/c2cc(C(F)(F)F)[nH]c(=O)n2)o1	-1.3	-0.6	-4	-4	-2	-0.7	5.4	-5	1
67	CCN1C(=O)CC(N2CCN(c3ccc(C(=O)c4ccncc4)cc3)CC2)C1=O (stereo not given)	/	-0.3	-2	-18	-12	?	-4.3	-3	-1
68	CC1(C)CC(=O)C2=C(C1)OC(c1ccncc1)C(C#N)=C2N (stereo not given)	/	-1.1	3	2	5	-0.8	-1.3	1	1

Entries of single compounds as entered above. Values in the order: TcdB GH inh, PfHsp40 yeast, BoNT-F LC inh, PrPC surface inh, CCHFV vOTU inh, BoNT-A LC inh2, FadD28 binding, Anthrax LF inh2, Yp Topo-I inh
`COc1ccc(CC(=O)Nc2ccc(-c3cn4ccccc4n3)cc2)cc1OC` is listed as /, 0.4, -4, 11, 7, 0.0, -4.2, 0, 18
`Cc1ccc(N=Cc2c(O)ccc3ccccc23)cc1F` is listed as -1.7, -0.8, 1, 3, -9, 2.2, 0.9, 2, -1
`O=C(O)c1ccccc1-c1ccc(/C=C/c2cc(C(F)(F)F)[nH]c(=O)n2)o1` is listed as -1.3, -0.6, -4, -4, -2, -0.7, 5.4, -5, 1
